STK33 inh = inhibitors of human STK33 kinase | purified STK33, MBP phosphorylation, ADP-Glo luminescence | 320,000 compounds, 0.073% hits | inhibition, % at 10 µM | Q9BYT3 | AID 2661;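 active means inhibition at or above 25%, using the most active replicate where run in duplicate; inactive means inhibition below 25%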
Target sequence (Q9BYT3 whole entry, looked up): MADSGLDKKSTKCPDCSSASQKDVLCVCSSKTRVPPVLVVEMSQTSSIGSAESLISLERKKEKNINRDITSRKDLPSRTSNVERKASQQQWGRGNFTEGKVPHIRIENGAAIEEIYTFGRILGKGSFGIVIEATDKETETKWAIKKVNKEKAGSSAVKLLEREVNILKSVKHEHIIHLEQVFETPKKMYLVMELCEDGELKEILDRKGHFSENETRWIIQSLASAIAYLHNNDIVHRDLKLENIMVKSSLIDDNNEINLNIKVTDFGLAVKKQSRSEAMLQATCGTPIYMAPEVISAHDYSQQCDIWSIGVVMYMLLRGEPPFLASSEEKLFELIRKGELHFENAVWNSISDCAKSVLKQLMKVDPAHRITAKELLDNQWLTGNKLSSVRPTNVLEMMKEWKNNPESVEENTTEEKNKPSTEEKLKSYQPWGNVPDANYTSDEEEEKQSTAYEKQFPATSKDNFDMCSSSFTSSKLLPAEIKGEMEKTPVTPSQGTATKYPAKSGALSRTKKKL
KCNQ2 block = KCNQ2 channel blockers in CHO-K1 cells – cell-based, FluxOR thallium flux, B-score, primary screen (AID 2156). O88943. 20 min; stronger effect = lower value. B-score at 10 µM. 310,000 compounds, 1.1% hits;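 active means fluorescence ratio B-score at most minus 3 library SDs, with starting brightness B-score within 2 library SDs, cut at about -5.5 in these data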
Kir21 inh = Kir2.1 (mouse) channel inhibition; B-score at 10 µM; 310,000 compounds, 0.85% hits; AID 1672; P35561; HEK293-Kir2.1, FluxOR thallium flux fluorescence; stronger effect = lower value;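 active means fluorescence ratio B-score at or below minus 3 SD of library scores, with starting-brightness B-score within 2 SD, cut at about -4.2 in these data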;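 further: channel flux triggered by added potassium and thallium sulfate stimulus; B-score of peak minus minimum fluorescence over baseline after thallium stimulus; more negative B-score means stronger Kir2.1 block with less thallium influx; some compounds called inactive have numbers as strong as hits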
Target sequence (P35561 whole entry, looked up): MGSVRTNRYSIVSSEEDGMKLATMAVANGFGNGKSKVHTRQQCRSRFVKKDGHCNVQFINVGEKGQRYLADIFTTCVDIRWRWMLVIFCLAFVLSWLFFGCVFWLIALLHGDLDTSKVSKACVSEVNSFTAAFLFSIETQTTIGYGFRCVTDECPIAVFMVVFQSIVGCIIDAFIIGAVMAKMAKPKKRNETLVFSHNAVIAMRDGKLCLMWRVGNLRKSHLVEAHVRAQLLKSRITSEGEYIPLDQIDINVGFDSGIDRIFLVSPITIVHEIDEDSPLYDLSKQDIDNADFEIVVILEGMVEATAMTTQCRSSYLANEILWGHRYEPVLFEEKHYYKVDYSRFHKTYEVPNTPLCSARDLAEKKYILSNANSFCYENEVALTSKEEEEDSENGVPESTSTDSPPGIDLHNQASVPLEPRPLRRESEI
Active calls of the source: *; i = inactive; . = not tested or not shown.

Every second line gives: STK33 inh | KCNQ2 block | Kir21 inh
(1) CC(C)(C)OC(=O)NCCCC[C@H](NC(=O)c1nc[nH]c1C(=O)N1CCc2ccccc2C1)C(=O)OC(C)(C)C
 : 1.5 | i | 0.29
(2) CCc1ccccc1N=C1SCC(=O)N1C
 : -0.3 | i | -0.16
(3) COC(=O)c1cc2sc(Cl)cc2n1CC(=O)N1CCCc2ccccc21
 : -0.4 | i | -0.17
(4) CCOc1cc(/C=N/n2cnnc2)ccc1OS(=O)(=O)c1ccc(C)cc1
 : -0.7 | i | -5.5*
(5) CC(C)c1ccc(NC(=O)c2cnn(-c3ccccc3)c2NC(=O)c2ccco2)cc1
 : -1.9 | i | 0.01
(6) CC(C)Cn1c(N)c(C=O)c(=O)[nH]c1=O
 : -0.6 | i | -2.2
(7) O=C(CCCN1C(=O)/C(=C/c2ccccc2Cl)SC1=S)NNC(=O)c1cccnc1
 : -0.3 | i | -1.1
(8) Cc1ccc(CNC(=O)C(=O)c2cn(CC(=O)N3CCOCC3)c3ccccc23)cc1
 : 0.1 | i | -0.16
(9) Cc1ccccc1N1CCN(C(=O)c2ccc(Oc3ccc(C(F)(F)F)cn3)cc2)CC1
 : -2.2 | i | 2.3
(10) Cc1ccc(-n2cc(-c3ccc([N+](=O)[O-])cc3)[nH]c2=S)c(C)c1
 : -0.9 | i | 0.03
(11) O=C(N/N=C/c1cccc([N+](=O)[O-])c1)c1cc(-c2ccccc2)nc2ccccc12
 : -1.6 | i | -0.4
(12) CCCN1C(=O)c2ccc(C(=O)Nc3cc(C)on3)cc2C1=O
 : -5.5 | i | 0.86
(13) Cc1cc2c(c(=O)n1Cc1ccco1)C(c1ccccc1)C(C#N)=C(N)O2 (configuration not stated)
 : 0.0 | i | -0.81
(14) COc1ccccc1CNC(=O)C[n+]1ccccc1
 : -1.9 | i | 0.94
(15) COC(=O)Nc1nc(-c2ccc(F)cc2)c(C)s1
 : -0.5 | i | -1.6
(16) CN(CCc1ccccn1)C(=O)Nc1ccc(C(C)(C)C)cc1
 : -1.2 | i | 0.45
(17) Cc1ccc(C)c(NC(=O)COC(=O)c2cccc3c2C(=O)c2ccccc2C3=O)c1
 : 3.5 | i | 0.72
(18) O=C(O)/C=C\C(=O)Nc1ccc(N2CCN(c3ccc(Cl)c(Cl)c3)CC2)cc1
 : 0.4 | i | 2.1
(19) N#Cc1ccc(OCC(=O)N/N=C(\CCC(=O)O)c2cccs2)cc1
 : 0.7 | i | 0.08
(20) CN1CCN(c2ccc(Cl)cc2NC(=O)c2ccc(S(=O)(=O)N3CCCCCC3)cc2)CC1
 : -1.3 | i | 0.67
(21) O=C(CSc1nnc(Cc2ccccc2)o1)NC1CC2CCC1C2 (configuration not stated)
 : -0.8 | i | -0.14
(22) Cc1cccc2sc(NS(=O)(=O)c3ccccc3)nc12
 : 5.6 | i | -2.5
(23) OCCN1CCN(CCOc2ccccc2-c2ccccc2)CC1
 : -1.0 | i | -0.05
(24) Cc1ccc(C(=O)N/C(=C/c2ccccc2)C(=O)NCC2CCCO2)cc1 (configuration not stated)
 : -4.6 | i | -0.08
(25) Cc1cc(OC(C)C(=O)NC2CCN(Cc3ccccc3)CC2)c2c(C)cc(=O)oc2c1 (configuration not stated)
 : -1.0 | i | -0.09
(26) COc1ccc(NS(=O)(=O)c2ccc(C)c(C(=O)N(C)Cc3ccc(OC)cc3OC)c2)cc1
 : 0.0 | i | 0.75
(27) O=C(Cn1nnc(-c2ccccc2NC(=O)c2ccco2)n1)NC1CCCCC1
 : -1.7 | i | 3.3
(28) CCOC(=O)C1=NNC2(CC(=O)N(c3cc(C)cc(C)c3)C2=O)C1 (configuration not stated)
 : -2.5 | i | -0.11
(29) Cc1ccc(/C=C/c2ccc(=O)n(Cc3ccc(Cl)cc3Cl)n2)cc1
 : -0.6 | i | -1
(30) C=CCNC(=O)c1ccccc1NC(=O)C1COc2ccccc2O1 (configuration not stated)
 : -1.2 | i | -1.4
(31) CCCC12CN3CC(C)(CN(C1)C31CCCCC1)C2=O
 : -1.1 | i | 1.2
(32) O=C(CC1C(=O)NCCN1CC1CCCCC1)NCc1ccccc1Cl (configuration not stated)
 : -0.1 | i | -1.1
(33) O=C(Nc1ccccc1)c1cccc(Cn2cc(C(F)(F)F)ccc2=O)c1
 : -1.8 | i | -0.38
(34) O=C(Oc1ccccc1)c1cccc(N2C(=O)CCC2=O)c1
 : -0.3 | i | -2.1
(35) Cc1ccc(S(=O)(=O)NCC(c2ccccc2)N2CCN(c3ccc(F)cc3)CC2)cc1 (configuration not stated)
 : . | i | 0.74
(36) CN(C)C(=O)c1ccc(-c2cc(C(F)(F)F)nn2C)s1
 : 0.0 | i | 0.02
(37) O=S(=O)(c1ccc2ccccc2c1)N1CCc2ccccc21
 : -7.5 | i | 1.1
(38) C=CCn1c(SCC(=O)Nc2ccccc2OC)nnc1-c1ccccn1
 : 1.5 | i | -1.7
(39) CCc1ccc2c(c1)c(N=NC1=NC(=O)CS1)c(O)n2C
 : -1.8 | i | 0.94
(40) NC(=O)c1cccn(Cc2ccc(C(F)(F)F)cc2)c1=O
 : -1.2 | i | -0.58
(41) O=C(C1CC(=O)N(c2ccc(Cl)cc2)C1)N1CCN(Cc2ccc3c(c2)OCO3)CC1 (configuration not stated)
 : 2.8 | i | -1.1
(42) CCOC(=O)c1sc(N2C(=O)C(O)=C(C(=O)c3ccco3)C2c2ccco2)nc1C (configuration not stated)
 : -0.1 | i | 0.99
(43) CCC(C)(C)NC(=O)C(c1cccc(OC)c1OC)N(CCOC)C(=O)CCC(=O)Nc1cc(C)on1 (configuration not stated)
 : -1.0 | i | 0.04
(44) CC(C)CN1C(=O)c2ccc(NC(=O)c3ccccc3F)cc2C1=O
 : . | i | 0.05
(45) S=c1[nH]nc(Cc2noc3ccccc23)n1-c1ccccc1
 : -0.2 | i | 0.71
(46) Cc1ccc(SCC(=O)OCn2nnc3ccccc3c2=O)cc1C
 : . | i | 0
(47) S=C(Nc1cccc(Cl)c1)N1CCOCC1
 : -0.6 | i | -0.84
(48) CN(CCc1ccccc1)C1CCCN(S(=O)(=O)CC(F)(F)F)C1 (configuration not stated)
 : -0.9 | i | -0.58
(49) C1=C(CCNCC2CC2)CCCC1
 : -0.4 | i | 1.3
(50) CCOC(=O)/C(C#N)=N\Nc1cc(Cl)ccc1OC
 : -0.8 | i | -0.48

New compounds follow.
Every second line gives: STK33 inh | KCNQ2 block | Kir21 inh
(51) CCn1c(-c2cc(Br)ccc2O)n[nH]c1=S
 : -3.1 | i | 0.95
(52) N#CCc1nc2ccccc2c(=O)[nH]1
 : 0.2 | i | -1.3
(53) c1ccc(OCCCc2nc(-c3ccncc3)no2)cc1
 : 0.8 | i | -0.01
(54) COc1ccc(S(=O)(=O)NC(N)=NCCc2ccccc2OC)cc1
 : -0.1 | i | -1.4
(55) COc1ccccc1N(CC(=O)NC(C)(C)C)C(=O)C1CSC(=O)C1 (configuration not stated)
 : 0.9 | i | 1.7
(56) COCCn1c(=S)[nH]c2sc3c(c2c1=O)CCCC3
 : 7.8 | i | 2.1
(57) COc1cccc(C(=O)NCC2(c3ccccc3)CCCC2)c1
 : -1.5 | i | -0.41
(58) COc1ccc(NS(=O)(=O)c2cccc3nonc23)c(OC)c1
 : 0.9 | i | -2.8
(59) COCc1cc(C)n(CC(=O)NCc2ccccc2)c(=O)c1C#N
 : 1.2 | i | -0.11
(60) Cc1ccc2nc(N(CCCN(C)C)C(=O)c3ccc(Br)s3)sc2c1
 : -0.5 | i | -0.58

Compound profiles (already shown):
`Cc1ccc2nc(N(CCCN(C)C)C(=O)c3ccc(Br)s3)sc2c1` is listed with STK33 inh = -0.5; KCNQ2 block = i; Kir21 inh = -0.58
`COc1cccc(C(=O)NCC2(c3ccccc3)CCCC2)c1` is listed with STK33 inh = -1.5; KCNQ2 block = i; Kir21 inh = -0.41
`COc1ccccc1N(CC(=O)NC(C)(C)C)C(=O)C1CSC(=O)C1` (configuration not stated) is listed with STK33 inh = 0.9; KCNQ2 block = i; Kir21 inh = 1.7

Later entries:
Every second line gives: STK33 inh | KCNQ2 block | Kir21 inh
(61) N/C(=N\OC(=O)CCCOc1ccccc1)c1ccc([N+](=O)[O-])cc1
 : -0.3 | i | -0.9
(62) CC(C)Oc1ccc(CNC(=O)CC(c2ccccc2)c2cc(Cl)ccc2O)cc1 (configuration not stated)
 : -2.9 | i | 0.16
(63) COc1cc2c(cc1OC)CN(CC(=O)Nc1ccc(F)cc1F)CC2
 : -0.8 | i | 0.37
(64) O=C(CCN1C(=O)c2ccccc2C1=O)Nc1ccc2c(c1)OCCO2
 : 3.0 | i | -0.51
(65) Cc1ccc2c(c1)N(S(=O)(=O)c1ccc(F)cc1)C(C(C)(C)C)CO2 (configuration not stated)
 : -1.1 | -6.9* | -0.53
(66) CN(C)C(=O)c1ccc(NC(=O)COC(=O)C2=COCCO2)cc1
 : -0.9 | i | 0.52
(67) O=C(O)COc1ccc(Br)cc1/C=C1/SC(=O)N(CC(=O)N2CCCC2)C1=O
 : 1.8 | i | -0.63
(68) COc1ccc(NC(=O)COC(=O)Cn2nnc3ccccc32)cc1
 : -1.0 | i | 0
(69) COc1cc(OC)cc(C(=O)NCC(=O)N2CCN(c3ccc(O)cc3)CC2)c1
 : -1.6 | i | -0.09
(70) CCCn1c(=O)c(C(=O)OCC)c(O)c2cc(Br)ccc21
 : -0.6 | i | -0.71
(71) COc1ccc(C2=NN(c3nc4ccccc4s3)C(=O)C2)cc1
 : . | i | 0.05
(72) COc1ccc(C(=O)NCC23C=CC(O2)C2C(=O)N(Cc4ccccc4)C(=O)C23)cc1 (configuration not stated)
 : 0.7 | i | 1.1
(73) O=C(NCCCN1CCOCC1)c1cc2c(s1)CSC2
 : 1.2 | i | 1.9
(74) COc1ccc2c(CSc3nc4nc(C)cc(C)n4n3)cc(=O)oc2c1
 : -2.3 | i | 2.5
(75) CC1CCCC(NC(=O)C2CCN(S(=O)(=O)N3CCOCC3)CC2)C1C (configuration not stated)
 : -1.2 | i | 0.99
(76) COc1ccc(C(=O)Nc2cccc([N+](=O)[O-])c2)cc1Br
 : -1.5 | i | 0.12
(77) O=C(O)COc1ccc(/C=C/C(=O)c2ccc(C3CCCCC3)cc2)cc1
 : -1.3 | i | 0.88
(78) CN1CCN(c2ccc(NC(=S)NC(=O)c3cccc4c(Br)cccc34)cc2)CC1
 : 1.5 | i | 1.4
(79) CCOC(=O)NC1(C(F)(F)F)NC(=O)N(Cc2ccco2)C1=O (configuration not stated)
 : 0.1 | i | 0.44
(80) COc1ccc(/C=N/Nc2nc(Nc3ccccc3)nc(N3CCCCC3)n2)cc1OC
 : -2.6 | i | 0.62
(81) CCn1c(SCC(=O)C(C)(C)C)nnc1-c1cnccn1
 : -2.3 | i | -1.4
(82) Cc1ccc(Nc2nc(C)cc(C)c2C(N)=O)c(C)c1
 : -1.1 | i | 0.25
(83) COCCN(Cc1nc(C(c2ccccc2)c2ccccc2)no1)C(C)C
 : 0.2 | i | 0
(84) CCN(CC)S(=O)(=O)c1cccc(NC(=O)COC(=O)c2cccs2)c1
 : -1.4 | i | 0.92
(85) CCCc1nc2c(c(=O)c3ccccc3n2C)c(=O)n1C1CCCCCC1
 : -0.1 | i | -1.4
(86) COc1ccc(CNC(=O)CN(c2ccc(OC)cc2)S(=O)(=O)c2c(C)nn(C)c2C)cc1
 : -1.7 | i | -0.67
(87) c1ccc2c(c1)NC1(CCCC1)n1c-2nc2ccccc21
 : 0.4 | i | 0.63
(88) Cc1ccc(OCc2nc(C#N)c(NCCCn3ccnc3)o2)cc1
 : -0.2 | i | -1.2
(89) COc1ccc(SCCC(=O)NCc2ccncc2)cc1
 : -2.3 | i | 1.1
(90) N#CCC(=O)Nc1ccc(C(=O)NCCc2c[nH]c3ccccc23)cc1
 : -1.0 | i | -0.08
(91) CC(=O)COc1cc(C)cc2oc(=O)c(C)c(C)c12
 : -1.5 | i | 0
(92) Cc1cccn2cc(-c3cccc(S(=O)(=O)N4CC(C)OC(C)C4)c3)nc12 (configuration not stated)
 : 0.6 | i | -0.46
(93) CCOC(=O)c1c(C)sc(Sc2ccc(Cl)cc2[N+](=O)[O-])c1OC
 : -1.5 | i | 0
(94) C=CCc1ccc(OCCCCNC2CCCC2)c(OC)c1
 : -1.1 | i | -2
(95) O=C(CSc1nnnn1-c1ccc(O)cc1)c1ccc(F)cc1
 : 1.4 | i | 0.9
(96) COc1ccc(C(=O)NCC(=O)NCC(c2ccco2)N(C)C)cc1OC (configuration not stated)
 : -0.3 | i | 0.11
(97) O=C(Nc1ccc(N2CCCC2)cc1)c1ccccc1F
 : -0.6 | i | 0.06
(98) Cc1ccc(NC(=O)CSc2nc3ccccc3c(=O)n2CCCC(=O)NCCCN2CCOCC2)cc1
 : -1.5 | i | -0.82
(99) CN(CCc1nc2ccccc2[nH]1)Cc1nc(CC2CC2)no1
 : 0.6 | i | -0.13
(100) O=C(N[C@@H](Cc1ccccc1)C(=O)OCc1ccccc1)c1nc[nH]c1C(=O)N1CCN(c2ccccc2)CC1
 : 2.1 | i | 0.89
(101) COCCN1C(=O)N[C@@H](CCc2ccccc2)[C@H](C(=O)OC)[C@H]1C
 : -0.6 | i | 0.14
(102) CSc1ncccc1C(=O)OCC(=O)c1cccc(Br)c1
 : -0.4 | i | 0.1
(103) O=C1OC(c2ccco2)=N/C1=C\c1ccc(-c2cccc(C(F)(F)F)c2)o1
 : 0.6 | i | 0.39
(104) O=C1C2C3C=CC(C3)C2C(=O)N1Nc1ccc([N+](=O)[O-])cc1[N+](=O)[O-] (configuration not stated)
 : -1.4 | i | 0.81
(105) Cc1ccccc1/C=N/NC(=O)Cn1cnc([N+](=O)[O-])n1
 : -0.9 | i | 0.7
(106) CN(C(=O)Cc1c(C(=O)O)n(C)c2ccccc12)c1ccc(F)cc1
 : -0.3 | i | 0.02

Source: PubChem BioAssay
